High-throughput results: PubChem, several laboratories
Myeloid diff 2: promotes myeloid progenitor differentiation; calls only at 10 µM; actives 1% (n = 360,000); ER-HoxA9 myeloid progenitors, lysozyme-GFP differentiation, flow cytometry;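 active = normalized GFP-positive differentiation at or above the plate's own cutoff, the solvent-only control mean plus 3 SD; inconclusive = no clear call, values can overlap the other calls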;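 note: cells exposed to compound for four days before flow analysis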
WT yeast gro inh: growth inhibition of WT yeast, mitochondrial fusion screen; mitochondrial fusion phenotypic screen, WT strain; inhibition, % at 10 µM; actives 2.1% (n = 190,000); AID 1362; in the data active = inhibition above about 58%; tested in S. cerevisiae
West Nile virus CPE: inhibition of WNV-induced cytopathic effect – cell-based, CPE readout (AID 1621); one-dose CPE inhibition, % at 10 µM; IC50 in µM for titrated hits; West Nile virus-infected cells, CPE inhibition; higher % means a stronger effect; actives 0.02% (n = 290,000); in the data active = a potency from the dose series; inconclusive = CPE inhibition mostly from about 3.7% at the one dose, without a potency; inactive = the rest, 99 in 100 with CPE inhibition below about 2.2%; note: strong numbers were not always called active
PhoP inhibition: inhibitors of PhoP regulon expression, primary screen, Salmonella Typhimurium, GFP reporter (AID 1863); S. Typhimurium PhoP-regulated promoter GFP reporter, 4 h; higher % means a stronger effect; one-dose inhibition, % at 50 µM; IC50 in µM for titrated hits; actives 0.16% (n = 300,000);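 active = inhibition over 29.93%, a cutoff 3 SD above the screen mean, later confirmed by dose response; inconclusive = inhibition over 29.93% but no dose response follow-up; inactive = inhibition at most 29.93% or unconfirmed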;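 note: 0% = low Mg2+ inducing control and 100% = high Mg2+ repressing control; strong numbers were not always called active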
T cell modulator: T cell immune modulation candidate; 2C CD8+ T cell-vesicle binding, flow cytometry; stronger effect = lower value; actives 0.068% (n = 330,000); calls only at 7 µM;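 active = response, share of CD8 T cells binding vesicles, and their 90th percentile fluorescence all below set limits, cut at about 80% in these data, passing the limit was not always enough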
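Assay system: 2C TCR transgenic mouse naive CD8+ T cells, MACS-purified | Read-out: CD8+ gate FL2 mean fluorescence as % of same-row positive control | Signal: High-throughput flow cytometry with anti-B7-1 and anti-CD8 staining | Timing: Binding step 1.5 h, 37 °C, antibody labelling 20 min, ice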
RSV CPE inhibition: inhibition of RSV-induced cytopathic effect – HEp-2 cells, primary 10 µM value included (AID 2391); HEp-2 cells, RSV-induced CPE inhibition; higher % means a stronger effect; one-dose CPE inhibition, % at 10 µM; IC50 in µM for titrated hits; actives 0.13% (n = 310,000); in the data active = a potency from the dose series; inconclusive = CPE inhibition mostly from about 23% at the one dose, without a potency; inactive = the rest, 99 in 100 with CPE inhibition below about 21%; note: strong numbers were not always called active
Large T inhibition: TAg ATPase/helicase activity blockers – biochemical (AID 1903) | SV40 large T antigen ATPase/helicase inhibition assay; higher % means a stronger effect | actives 0.39% (n = 310,000) | inhibition, % at 20 µM, or IC50 in µM where a hit was titrated; in the data active = a potency from the dose series; inconclusive = inhibition mostly from about 32% at the one dose, without a potency; inactive = the rest, 99 in 100 with inhibition below about 32%; note: strong numbers were not always called active
b-catenin transl: modulators of beta-catenin nuclear translocation; nuclear translocation activity, % at 5 µM; actives 0.3% (n = 190,000); HeLa beta-catenin nuclear translocation, immunofluorescence imaging;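 active = nuclear translocation activity above 50% at 5 µM, with a well cell count of 50 or more; inconclusive = wells under 50 cells across six images, flagged as toxic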;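 note: per-cell ratio of nuclear to cytoplasmic median beta-catenin stain intensity; plate controls were DMSO negative control for no effect and GSK-3 inhibitor IX positive control for full effect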
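System: Human HeLa cells, endogenous beta-catenin | Compound dosing: 5 µM primary, 0.02–20 µM confirmation | Timing: 24 h compound exposure at 37°C, 5% CO2 | Measured by: Fluorescence imaging of beta-catenin antibody stain plus DAPI | Read-out basis: % activation of per-cell nuclear versus cytoplasmic median beta-catenin signal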
MgcRacGAP inhibition: MgcRacGAP GTPase-activating activity inhibitors, confirmation, biochemical, ADP Hunter fluorescence | MgcRacGAP-stimulated Rac1 GTP hydrolysis, ADP Hunter fluorescence; higher % means a stronger effect; GST-tagged Rac1 F28L mutant substrate | inhibition, % at 30 µM, or IC50 in µM where a hit was titrated | actives 0.6% (n = 340,000);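 active = first-screen hits whose inhibition reached a set limit at any dose in the follow-up dose series; inconclusive = inhibition above the set first-screen limit but never retested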;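 note: fluorescence reports GDP produced by GAP-driven GTP hydrolysis; strong numbers were not always called active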
WT yeast gro inh mutant strain: further read-out of WT yeast gro inh, marked with its call; inhibition, %; mitochondrial fusion phenotypic screen, mutant strain inhibition
b-catenin transl cell count 5 µM: further read-out of b-catenin transl, marked with its call; cell count; measured here: cell count, cytotoxicity flag
T cell modulator vesicle-bound %: recorded beside T cell modulator, whose call it bears; double positive events, %; measured here: CD8+ vesicle-bound cell fraction;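 binding gate set so that unloaded-vesicle control wells show 10% double positive cells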
Myeloid diff 2 GFP+ MAC1+ %: recorded beside Myeloid diff 2, whose call it bears; GFP+ MAC1+ double positive, %; measured here: differentiation confirmed by MAC1 staining
* hit, by the source's call; i = inactive; ? = inconclusive; · = not tested or not shown.

SMILES	Myeloid diff 2	Myeloid diff 2 GFP+ MAC1+ %	WT yeast gro inh	WT yeast gro inh mutant strain	West Nile virus CPE	PhoP inhibition	T cell modulator	T cell modulator vesicle-bound %	RSV CPE inhibition	Large T inhibition	b-catenin transl	b-catenin transl cell count 5 µM	MgcRacGAP inhibition
Cc1ccc(-n2c(C)nc3c(cnn3-c3ccccc3Cl)c2=O)cc1C	i	0.4	5	-22	-0.9%	2%	i	21	13%	0%	·	·	5%
CC(=O)Nc1ccc(C(=O)Nc2ccc(S(=O)(=O)N3CCCC3)cc2)cc1	i	1.2	7	-19	0.2%	-1%	i	25	0.8%	21%	-0.8	932	11%
Cc1ccc(OCC(=O)NC(=S)Nc2ccc(S(=O)(=O)Nc3cc(C)on3)cc2)c(Br)c1	i	0.5	·	·	0.7%	-4%	i	25	2.8%	15%	·	·	7%
CCOC(=O)C1[C@H]2C(=O)N(CCCOC)C[C@]23C=C[C@H]1O3 (stereo partly specified)	i	1.6	4	2	0.0%	-9%	i	26	1.7%	6%	-1.0	858	5%
COCc1ccc(C(=O)N2CCCC(Nc3ccc(F)c(F)c3)C2)s1 (stereo unspecified)	i	0.6	·	·	0.1%	2%	i	33	2.1%	16%	·	·	4%
CCOC(=O)Nc1sc(C)c(C)c1C(=O)OCC	i	0.2	12	16	-0.9%	13%	i	35	2.0%	7%	-2.6	544	-8%
O=C(NCCc1ccc2c(c1)OCCO2)c1cc(F)cc(F)c1	i	1.5	-13	-11	-1.4%	2%	i	22	4.5%	8%	-3.4	1095	-2%
COc1cccc(CC(=O)Nc2nc(C)cs2)c1	i	0.3	6	-2	-0.4%	2%	i	14	0.0%	12%	3.5	944	10%
N#Cc1cn(-c2ccccc2)nc1-c1ccc2c(c1)OCCO2	i	0.5	-1	-2	0.2%	2%	i	54	0.9%	4%	1.9	1125	0%
CCOC(=O)c1ccc(N2CSC3=C(C#N)C(c4ccc(OC)cc4OC)CC(=O)N3C2)cc1 (stereo unspecified)	i	3.6	2	-4	0.3%	7%	i	32	0.0%	31%	·	·	5%
CCCN1C(=O)SC(CC(=O)Nc2ccccc2C)C1=O (stereo unspecified)	i	1.4	-29	-12	-0.3%	9%	i	41	0.6%	8%	-4.1	1206	5%
Cc1n[nH]c(=S)n1/N=C/c1ccc(OCc2ccc(Cl)cc2Cl)cc1	i	0.1	20	-12	0.9%	-1%	i	28	1.1%	3%	-2.5	1020	10%
COc1ccccc1NS(=O)(=O)c1ccc(O)c(C(=O)OCC(=O)c2ccc(Cl)cc2Cl)c1	i	0.3	43	17	0.1%	2%	i	11	6.5%	-8%	-1.6	1052	5%
COc1ccc(C(=O)n2nc(-c3ccco3)nc2N)cc1	i	0.7	-7	-8	0.3%	3%	i	41	0.9%	26%	2.3	973	16%
Cc1nc(SC(C(=O)c2ccccc2)c2ccccc2)n[nH]1 (stereo unspecified)	i	14	0	7	0.3%	4%	i	33	0.5%	10%	0.6	1408	-2%
COc1ccc(C(=O)N2CCCCC2C(=O)Nc2ccc(-n3nc(C)cc3C)cc2)o1 (stereo unspecified)	i	0.2	·	·	-0.3%	-3%	i	7	3.7%	15%	·	·	8%
COc1ccc(NC(=O)CSc2nc3[nH]c(=O)cc(O)c3s2)c(OC)c1	i	0.6	·	·	·	·	i	37	2.7%	·	·	·	9%
COc1ccc(NC(=O)CN(C)C(=O)c2c(C)nn(Cc3ccc(C)cc3)c2Cl)cc1	i	0.4	·	·	·	·	i	8	1.0%	·	·	·	4%
CC(C)c1ccc2[nH]c(O)c(N=NC(=S)NCCc3ccccc3)c2c1	i	0.4	-6	16	-0.3%	-3%	i	60	13%	-6%	1.8	1045	8%
O=C1/C(=C/c2ccc(F)cc2)SC(=S)N1Nc1ncc(C(F)(F)F)cc1Cl	i	1.4	2	1	-0.2%	-4%	i	26	1.1%	2%	·	·	4%
CCSc1ncnc2c1oc1ccccc12	i	0.3	9	12	0.0%	-2%	i	29	1.8%	6%	-0.3	1164	5%
COc1cc(/C=C\C(=O)Nc2cc(=O)n(C)c(=O)n2C)cc(OC)c1OC	i	0.1	-1	-3	-0.5%	6%	i	45	3.4%	-9%	2.0	1031	8%
O=C(CNC(=O)c1ccccc1Br)N/N=C/c1ccc(O)cc1	i	0.7	-14	17	1.0%	-3%	i	66	-2.1%	?	-0.5	1071	59µM*
COc1ccc(C(=O)Nc2ccc3nc(C)sc3c2)cc1OC	i	0.4	-8	0	0.2%	-6%	i	14	1.5%	-1%	0.4	1028	9%
Cc1cccc([C@@H]2[C@@H]3C(=O)N(Cc4ccccc4)C(=O)[C@@H]3[C@]3(Cc4ccc(Cl)cc4)C(=O)N(c4ccccc4)C(=O)N23)c1	i	1.7	·	·	-1.0%	4%	i	18	4.2%	4%	·	·	1%
CC(C)c1ccc(N(CC(=O)NCc2cccnc2)S(=O)(=O)c2ccccc2)cc1	i	0.1	·	·	-0.9%	-8%	i	16	0.5%	14%	·	·	8%
COc1cc(OC)c(-n2cc(-c3ccc(Cl)cc3)[nH]c2=O)cc1Cl	i	0.1	4	18	0.0%	2%	i	40	5.8%	18%	-0.6	1074	0%
O=C(COC(=O)c1ccc2c(c1)OCO2)Nc1ncc(Cl)cc1Cl	i	0.1	-9	-16	-0.2%	14%	i	30	1.7%	10%	-1.5	1007	4%
Cc1ccc(CN2CCN(Cc3ccc4ncccc4c3)CC2CCO)cc1 (stereo unspecified)	i	0.5	10	-2	-1.5%	6%	i	44	2.9%	4%	-0.6	1405	3%
Cc1cc(NC(=O)COc2coc(CN3CCN(c4ccccc4)CC3)cc2=O)no1	i	0.9	·	·	·	-3%	i	39	0.6%	11%	·	·	3%

The last three entries of the section before open the next one:
SMILES	Myeloid diff 2	Myeloid diff 2 GFP+ MAC1+ %	WT yeast gro inh	WT yeast gro inh mutant strain	West Nile virus CPE	PhoP inhibition	T cell modulator	T cell modulator vesicle-bound %	RSV CPE inhibition	Large T inhibition	b-catenin transl	b-catenin transl cell count 5 µM	MgcRacGAP inhibition
O=C(COC(=O)c1ccc2c(c1)OCO2)Nc1ncc(Cl)cc1Cl	i	0.1	-9	-16	-0.2%	14%	i	30	1.7%	10%	-1.5	1007	4%
Cc1ccc(CN2CCN(Cc3ccc4ncccc4c3)CC2CCO)cc1 (stereo unspecified)	i	0.5	10	-2	-1.5%	6%	i	44	2.9%	4%	-0.6	1405	3%
Cc1cc(NC(=O)COc2coc(CN3CCN(c4ccccc4)CC3)cc2=O)no1	i	0.9	·	·	·	-3%	i	39	0.6%	11%	·	·	3%
O=C(Cn1nc(-c2ccccc2)ccc1=O)N1CCCCC1	i	0.6	·	·	-0.7%	4%	i	50	4.0%	0%	·	·	5%
Cc1ccc(N2C(=O)CN(Cc3cccs3)C2=S)cc1C	i	0.5	-2	-5	-1.1%	-8%	i	45	3.1%	8%	-0.4	1076	0%
NC(=O)c1c(NC(=O)CSc2nc3c(c(C(F)(F)F)n2)CCc2ccccc2-3)sc2c1CCCC2	i	5.6	-10	-9	0.7%	8%	i	30	1.1%	-9%	-0.2	1048	10%
O=S(=O)(c1ccc(Br)s1)N1CCC2(CC1)OCCO2	i	6.6	·	·	0.0%	-4%	i	22	2.4%	15%	·	·	5%
O=C(NCCCCNC(=O)c1cccnc1Cl)c1cccnc1Cl	i	0.7	·	·	-0.2%	5%	i	66	0.5%	-14%	·	·	4%
CC(=O)Nc1ccc(NC(=O)c2c(C)nc3ccccn23)cc1	i	12	2	-9	0.2%	-1%	i	12	-2.3%	-3%	-2.3	908	-1%
Cc1cc(N)nc2nc(C(F)(F)F)nn12	i	0.2	-8	-10	0.9%	-3%	i	55	1.4%	4%	-2.6	1019	-3%
Cc1cc[n+](-c2[nH]c(=O)sc2/C=N/N=C(\[O-])CCn2c3ccccc3c3ccccc32)cc1	i	0.4	·	·	0.2%	1%	i	41	0.9%	16%	1.0	1338	·
O=c1[nH]c2ccc(N=Cc3c(O)ccc4cc(Br)ccc34)cc2[nH]1	i	1.8	-4	17	-0.5%	-3%	·	·	·	23%	-1.1	495	10%
O=C(Nc1ccccc1C(=O)O)c1ccc(N2C(=O)C3CC=CCC3C2=O)cc1 (stereo unspecified)	i	0.4	·	·	0.3%	7%	i	52	2.2%	3%	·	·	·
O=C(CN1C(=O)C2CC=CCC2C1=O)Nc1ccccc1N1CCCC1 (stereo unspecified)	i	1.3	·	·	·	5%	i	52	1.1%	17%	·	·	5%
Cc1ccc(C(=O)NS(=O)(=O)c2ccc(C)cc2)cc1	i	0.3	·	·	0.8%	-12%	i	32	2.4%	16%	1.0	1297	4%
Cc1cc(C)c(C)c(S(=O)(=O)NCc2ccc(C(=O)N3CCCCC3)cc2)c1C	i	1.2	-8	0	-0.1%	-1%	i	62	1.7%	3%	-0.4	1111	-1%
CCCCn1nc(C(=O)N2CCN(S(=O)(=O)c3ccccc3)CC2)c2ccccc2c1=O	i	0.4	·	·	·	-7%	i	2	-0.4%	6%	·	·	9%
CCOC(=O)c1sc(C)c2c(=O)n(CCc3ccccc3)nnc12	i	0.5	6	6	0.0%	0%	i	15	2.1%	-7%	-3.6	1388	17%
CC1CCN(CCCNC(=O)C2CCN(S(=O)(=O)N3CCCCC3)CC2)CC1	i	1.1	8	9	-0.6%	1%	i	28	-0.8%	7%	-1.2	1395	15%
COc1ccc(NC(=O)Cn2nnc(-c3ccccc3NC(=O)c3cccs3)n2)cc1	i	0.7	8	-24	0.0%	15%	i	27	2.7%	-2%	-0.7	1158	14%
COc1ccccc1NC(=O)C1CCC(CNc2c(N3CCCCC3)c(=O)c2=O)CC1 (stereo unspecified)	i	1.2	·	·	0.4%	1%	i	17	1.4%	14%	0.3	1312	6%
C=CCNC(=O)c1onc(CSc2ccc(F)c(F)c2)c1C(=O)O	i	0.4	0	-20	0.9%	10%	i	37	1.0%	2%	-2.3	1288	9%
COC(=O)c1ccccc1NC(=O)CSc1nncn1-c1cccnc1	i	0.3	·	·	-0.4%	2%	i	24	2.1%	0%	·	·	5%
